# Screening data: PubChem, National Center for Advancing Translational Sciences (NCATS)
# KAT2A inh = GCN5L2 (KAT2A) acetyltransferase inhibition. actives 0.21% (n = 390,000). Potency, µM (top dose mostly 58.9 µM), inactives show top-dose activity change, negative = inhibition, actives largely listed as inhibitors. AID 504327. GCN5L2 HAT assay, ThioGlo1 CoA-SH fluorescence
#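 Compounds, pin-transferred from DMSO stocks, meet 20nM GCN5L2 for 15 min before the reaction begins with H3(1-25) peptide (75uM) and acetyl-CoA (70uM). Thiol-reactive ThioGlo1 reports CoA release over 20 min at room temperature.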
# N370S GC mod = N370S glucocerebrosidase modulation, Gaucher chaperone candidate. AID 2101. actives 0.092% (n = 330,000). P04062. N370S GC spleen homogenate, 4MU-glucoside fluorescence. Potency, µM (doses to about 59.4 µM), for inactives: at the top dose activity change, negative = inhibition, usual class: inhibitors;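 further: 0% = full enzyme activity and -100% = no enzyme basal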
# FEN1 inhibitor = inhibitors of human flap endonuclease 1; Recombinant FEN1 flap cleavage, fluorescence, 15 min; Potency, µM (top dose mostly 114 µM), without a hit: at the highest dose activity change, negative = inhibition, most hits filed as inhibitors; actives 0.35% (n = 390,000); AID 588795; further: nearly all actives have a fitted effect of over 65% in size
# Target sequence (P39748 whole entry, looked up): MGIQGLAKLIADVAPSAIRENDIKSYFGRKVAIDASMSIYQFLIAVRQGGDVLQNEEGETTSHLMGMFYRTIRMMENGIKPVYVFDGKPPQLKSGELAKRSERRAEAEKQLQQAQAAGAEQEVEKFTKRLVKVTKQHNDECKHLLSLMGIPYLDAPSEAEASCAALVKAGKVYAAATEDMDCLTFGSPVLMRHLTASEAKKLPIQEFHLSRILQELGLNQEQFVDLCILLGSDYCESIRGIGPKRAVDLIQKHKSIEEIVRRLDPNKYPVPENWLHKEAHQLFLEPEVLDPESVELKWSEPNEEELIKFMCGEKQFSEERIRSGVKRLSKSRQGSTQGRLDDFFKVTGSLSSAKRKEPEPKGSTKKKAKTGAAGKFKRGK
#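 Reaction started by adding substrate (50 nM final) to 10 nM enzyme after 15 min room-temperature compound preincubation. Reads at 0 and 15 min, with data normalized and fitted to a four-parameter Hill equation.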
# An asterisk follows results filed as active; u = inconclusive; x = not tested or not shown; & = joins results of further samples; [ ] = another dose, or the depositor's remark. The call rests on the fitted dose curve; in most records, active means well fitted curve in the direction sought with a large enough effect; inconclusive means small, poorly fitted or top-dose-only effect, or another doubt; inactive means no such curve, though single readings can be large; an effect the other way counts as inactive or inconclusive. Unless noted, on the % scale 0 is the no-effect control and ±100 the full control effect; potency means the concentration at half of the fitted maximal effect. An excerpt; count on the stated rates, not on these rows.
# A first look, 2 compounds:
SMILES,KAT2A inh,N370S GC mod,FEN1 inhibitor
Cc1cc(C)c2[nH]c3nc(SCC(=O)O)nnc3c2c1,-12%,-7%,0%
Nc1nc(NCc2ccccc2)nc(Nc2cccc(F)c2)c1[N+](=O)[O-],-4%,-1%,-7%

# Main list (from the top)
SMILES,KAT2A inh,N370S GC mod,FEN1 inhibitor
Cc1cc(C)c2[nH]c3nc(SCC(=O)O)nnc3c2c1,-12%,-7%,0%
Nc1nc(NCc2ccccc2)nc(Nc2cccc(F)c2)c1[N+](=O)[O-],-4%,-1%,-7%
C=CCn1c(-c2sccc2C)n[nH]c1=S,1%,5%,16%
CCOC(=O)N1CCN(C(=O)c2ccc3c(=O)n(Cc4ccc(Cl)cc4)c(=S)[nH]c3c2)CC1,0%,0%,-1%
N#Cc1ccccc1-c1ccc2ncnc(NCc3ccccc3)c2c1,-15%,5%,x
CCN(CC(=O)Nc1cc(C)on1)CC(=O)Nc1ccccc1C(F)(F)F,-5%,x,u
COc1ccc2c(CN3CCN(S(=O)(=O)c4cccs4)CC3)cc(=O)oc2c1,19%,10%,-1%
Cc1cc(C)cc(NC(=O)N2CCCC2C(=O)Nc2ccc(-n3cnnn3)cc2)c1 (stereo not given),2%,20%,2%
Cc1ccc(CNc2ncccc2-c2nc3cc(Cl)ccc3o2)cc1,-17%,4%,8%
CCCCn1c(NC(C)CC)nc2c1c(=O)[nH]c(=O)n2C (stereo not given),-4%,-1%,-3%
COc1ccc(-c2cc(C(F)(F)F)n3nc(C(=O)Nc4cc(Cl)cc(Cl)c4)cc3n2)cc1,-2%,x,6%
CCC(Cc1ccccc1)NC(=O)C1CCCCC1 (stereo not given),-2%,-3%,19%
Cc1c(C(=O)NCc2cccnc2)oc2ccc(S(=O)(=O)N3CCC4(CC3)OCCO4)cc12,-10%,-1%,-15%
COC(=O)c1c(C)nc2nonc2c1N,-18%,8%,19%
COc1ccc(NC(=O)CN(C)C(=O)CCCN2C(=O)c3cccc4cccc(c34)C2=O)cc1,-17%,-11%,-12%
Cc1ccc(-n2nnnc2CNC(=O)c2cc(C(F)(F)F)cc(C(F)(F)F)c2)cc1C,-6%,x,-12%
Cc1ccc2c(CN3CCN(Cc4ccccc4)CC3)cc(=O)oc2c1,-21%,1%,-17%
CCOc1ccc(C(=O)Nc2ccc3c(c2)OCCO3)cc1OC,3%,-5%,-5%
CCOc1ccccc1NC(=O)c1c(C)cc(C)nc1SCC(=O)c1cccc(OC)c1,-9%,x,-12%
COc1ccccc1NC(=O)Cn1cc(C#N)c2ccccc21,-8%,6%,-3%
Nc1nc(N2CCOCC2)nc2ccccc12,-12%,19%,-1%
C/C=C/c1ccc(OCC(=O)OCc2csc(CC(=O)Nc3ccccc3C)n2)c(OC)c1,u,0%,u
CC(C)(C)OC(=O)N1CCOCCOCCN(C(=O)OC(C)(C)C)CCOCCOCC1,1%,28%,-4%
CCOC(=O)N1CCN(C(=O)c2cnc3n(c2=O)CCS3)CC1,u,10%,11%
COc1ccc(C(=O)N2CCN=C2SCc2cccnc2)c(OC)c1,-5%,24%,-10%
COC(=O)c1c(-c2cccs2)csc1NC(=O)c1ccc(C(C)(C)C)cc1,u,x,u
Cc1c(NC(=O)c2ccc(CC(C)C)o2)c(=O)n(-c2ccccc2)n1C,-5%,-9%,15%
O=C(CSc1nc2ccccc2c(=O)n1-c1ccccc1)c1c[nH]c2ccccc12,-3%,2%,10%
CCNC(=O)c1ccc(C2SCC(=O)N2Cc2ccco2)cc1 (stereo not given),-4%,-19%,3%
C#CCOCCOCCOCCNc1nc(N2CCN(C(=O)[C@H]([C@@H](C)CC)n3cc(CCCCN)nn3)CC2)nc(N2CCN(C(=O)[C@H](CCCCN)n3cc(CC(C)O)nn3)CC2)n1 (stereo not given in full),-11%,4%,2%
COc1ccc(Cc2nn[nH]n2)cc1,0%,21%,-6%
Cc1[nH]c2ccc(C(=O)O)cc2c1C,1%,-4%,9%
O=C(CN1C(=O)C(c2ccccc2)Oc2cccnc21)NCc1ccccc1F (stereo not given),-6%,-1%,u
Cc1cccc(N2CCN(S(=O)(=O)c3ccc4c(c3)NC(=O)CO4)CC2)c1C,-4%,10%,-4%
Cc1cc(C)c2c(=O)c3c(oc2c1)C(=O)N(Cc1ccc(F)cc1)C3c1cccc(O)c1 (stereo not given),-8%,x,-15%
Cc1cc(C)c(N2C(=O)C3C4CC(=O)C(c5ccccc54)C3C2=O)c(C)c1 (stereo not given),-1%,-3%,u
C=CCNC(=S)NNC(=O)c1cccnc1,0%,-2%,-1%
O=C(Nc1cccc2nsnc12)c1ccc(-c2cccc(Cl)c2)o1,-14%,14%,-1%
COc1ccc(NC(=O)CCC2CCCC2)cc1OC,-3%,17%,-1%
Cc1cccc(N=Nc2c(N)n[nH]c2-c2ccc(Cl)cc2)c1,-8%,20%,-21%
O=C(N/N=C/c1cccc([N+](=O)[O-])c1)C1COc2ccccc2O1 (stereo not given),-3%,1%,11%
O=C(CSc1nc2ccccc2c2c1CCCC2)N1CCOCC1,-2%,-4%,-8%
C/C(=C\C(=O)c1ccccc1)Nc1ccc(O)cc1,-5%,-13%,-23%
Cc1ccc(CCNC(=O)c2c(C)oc3ncn(CC(C)C)c(=O)c23)cc1,-2%,x,13%
O=C(Nc1c(F)cc(F)cc1Br)c1cc(S(=O)(=O)N2CCN(c3ccccn3)CC2)ccc1F,-3%,-1%,9%

# Fetched by structure from the list above (3):
SMILES,KAT2A inh,N370S GC mod,FEN1 inhibitor
O=C(Nc1c(F)cc(F)cc1Br)c1cc(S(=O)(=O)N2CCN(c3ccccn3)CC2)ccc1F,-3%,-1%,9%
Cc1ccc(CCNC(=O)c2c(C)oc3ncn(CC(C)C)c(=O)c23)cc1,-2%,x,13%
O=C(Nc1cccc2nsnc12)c1ccc(-c2cccc(Cl)c2)o1,-14%,14%,-1%

# The listing continues:
SMILES,KAT2A inh,N370S GC mod,FEN1 inhibitor
Cc1ccccc1N1CC(O)(c2cccs2)[N+]2=C1CCCC2 (stereo not given),1%,-1%,-3%
CCCCNC(=O)COC(=O)CNC(=O)c1cc(Cl)cc([N+](=O)[O-])c1,-9%,-13%,7%
O=C(NCc1ccco1)c1ccccc1NS(=O)(=O)c1ccc2c(c1)OCCO2,x,20%,-15%
O=C(NCc1nnc(SCC(=O)N2CCc3ccccc32)o1)c1cccs1,-3%,7%,1%
Cc1ccc(NCc2ccc(Cl)nc2)c(NCc2ccc(Cl)nc2)c1,-7%,-13%,1%
N#Cc1ccc(Oc2cccc(C(=O)O)c2)cc1C#N,-2%,-13%,4%
O=C1Nc2cc(C(=O)NCCCN3CCCC3)ccc2S/C1=C\c1ccccc1,-10%,-16%,u
Cc1ccc(OCc2cc(C(=O)N3CCN(CC(=O)NC(C)C)CC3)no2)cn1,-2%,-3%,20%
O=C(OCc1nc2ccccc2[n+]([O-])c1C(=O)c1ccccc1)c1cccnc1,3%,-21%,-2%
N/C(=N\OC(=O)c1ccccc1)c1ccccn1,11%,11%,0%
CN(C)CCNc1nc2c(c(=O)[nH]c(=O)n2C)n1CCOc1ccccc1,2%,2%,15%
CCS(=O)(=O)Nc1ccc2c(c1)OCO2,-6%,-3%,-6%
COc1ccc(F)cc1CN1CCN(C(=O)CCC(=O)Nc2nnc(C(C)C)s2)CC1,2%,0%[2.35 µM],-1%
CSc1ccc(-c2nc(CSCC(=O)NC3CC3)c(C)o2)cc1,-4%,-2%,24%
Cc1cccc(C(=O)N/N=C/c2cc(Br)c(Br)o2)c1,-7%,6%,-3%

# Single records, from the list above. Values in the order: KAT2A inh, N370S GC mod, FEN1 inhibitor
# Entry for CCS(=O)(=O)Nc1ccc2c(c1)OCO2 : -6%, -3%, -6%
# Entry for Cc1ccc(NCc2ccc(Cl)nc2)c(NCc2ccc(Cl)nc2)c1 : -7%, -13%, 1%

# (continued)
SMILES,KAT2A inh,N370S GC mod,FEN1 inhibitor
Cc1onc(C(=O)Nc2sc3c(c2C#N)CCCC3)c1[N+](=O)[O-],-3%,1%,-3%
Cc1cc(=O)[nH]c2c(C)cc(S(=O)(=O)N3CCCCC3)cc12,-4%,3%,-12%
Cc1ccc(S(=O)(=O)c2[nH]c(-c3ccccc3)nc2SCCC(=O)O)cc1,-1%,x,0%
CCCCn1c(=N)n(CC(O)COc2cccc(C)c2)c2ccccc21 (stereo not given),-9%,-27%,-6%
c1ccc(Cn2ncc3c2ncn2c(-c4ccncc4)nnc32)cc1,0%,6%,x
CC(=O)c1cccc(NC(=O)c2cc(C)nc3c2c(C)nn3-c2cccc(Cl)c2C)c1,0%,x,17%
CC(=O)Oc1cccc(C(=O)Nc2ccc(NC(=O)c3cccs3)cc2)c1,1%,1%,4%
Clc1ccc(-c2nc3sccn3c2/C=N/OCc2ccc(Cl)c(Cl)c2)cc1,12%&-1%&-4%,-5%&-1%&6%,x
O=C(c1cc(F)c(F)cc1Cl)N1CCCCC1,-1%,-14%,-5%
Cc1ccccc1CC1(CO)CCCN(C(=O)c2ccc(F)cc2)C1 (stereo not given),-18%,1%,-1%
Cc1nc2ccc(C(=O)N(C)CC3CCCN(CCc4ccc(Cl)cc4)C3)cc2[nH]1 (stereo not given),-1%,2%,-2%
CCCOc1ccc(C(=O)CCC(=O)OCC(=O)Nc2ccc(Oc3ccccc3)cc2)cc1,-17%,10%,x
Cn1c(=O)n(Cc2ccccc2)c(=O)c2c1nc1n2CCS1,-1%,-1%,-2%
CC(C)[C@H](NC(=O)[C@@H]1Cc2c([nH]c3ccccc23)C2c3ccccc3C(=O)N21)C(=O)NCC1CCCO1 (stereo not given in full),-6%,-14%,-2%
O=C(NCc1ccccc1)C(c1ccccc1)N(C(=O)c1csnn1)C1CC1 (stereo not given),0%,-2%,3%

# In a second layout: results already given
COc1ccc(NC(=O)CN(C)C(=O)CCCN2C(=O)c3cccc4cccc(c34)C2=O)cc1
  KAT2A inh: -17%; N370S GC mod: -11%; FEN1 inhibitor: -12%

Cc1ccc(-n2nnnc2CNC(=O)c2cc(C(F)(F)F)cc(C(F)(F)F)c2)cc1C
  KAT2A inh: -6%; N370S GC mod: x; FEN1 inhibitor: -12%

Cc1ccc2c(CN3CCN(Cc4ccccc4)CC3)cc(=O)oc2c1
  KAT2A inh: -21%; N370S GC mod: 1%; FEN1 inhibitor: -17%

CCOc1ccc(C(=O)Nc2ccc3c(c2)OCCO3)cc1OC
  KAT2A inh: 3%; N370S GC mod: -5%; FEN1 inhibitor: -5%

# Next records
SMILES,KAT2A inh,N370S GC mod,FEN1 inhibitor
COc1cc(C(=O)NCCc2cn3ccc(C)cc3n2)cc(OC)c1OC,-4%,1%,11%
O=C(c1ccccc1-c1ccccc1)N1CCN(c2ccccn2)CC1,3%,1%,-2%
COc1cccc(CNc2ccc(F)c(Cl)c2)c1OC,-9%,2%,u
O=C(NC(Cc1ccccc1)C(=O)O)/C(=C/c1cccc(Br)c1)NC(=O)c1ccco1 (stereo not given),2%,-21%,0%
O=C(CN1C2CCCC1CC(NC(=O)C1CCCCC1)C2)Nc1ccccc1C(F)(F)F (stereo not given),-8%,-15%,0%
COc1ccc(N(C(=O)c2ccco2)C(C(=O)NC2CCCC2)c2ccccc2)cc1 (stereo not given),-5%,0%,-2%
CN1CCN(C(CNS(=O)(=O)c2cccs2)c2cccnc2)CC1 (stereo not given),1%,7%,13%
O=[N+]([O-])c1cccc(-c2noc(COc3ccccc3)n2)c1,-3%,8%,-6%
CN1CCN(/N=C/c2ccc(N(C)c3ccccc3)cc2)CC1,-13%,-8%,0%
O=C(CSc1nnc(NC(=O)c2ccc(F)cc2)s1)NCc1ccco1,-18%,-5%,-1%
CC(C)N(C(=S)Nc1ccc(S(=O)(=O)N2CCOCC2)cc1)c1ccccc1,-13%,x,8%
